# TGFb inhibitor: qHTS for Inhibitors of TGF-b. HepG2 CAGA-GFP TGF-b/SMAD3 reporter, GFP fluorescence, 18 h; TGF-beta stimulated, 500 pg/mL final. Potency, µM (doses to about 46.1 µM), for inactives: top-dose activity, negative = inhibition, actives largely listed as inhibitors. actives 1.2% (n = 410,000); note: % is set by controls: 0 for no effect and ±100 for the full control effect; nearly all actives have a fitted effect of over 65% in size
#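 Inhibition of TGF-beta-driven CAGA-GFP reporter expression in HEPG2 cells is measured by cellular GFP fluorescence after 18 h stimulation with 500 pg/mL recombinant TGF-beta in 1% FBS medium at 37 degrees C.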
# S2 tox: Viability Counterscreen for Primary qHTS for Inhibitors of ATXN expression; S2 cells (HEK-293 line with an ATXN2-luciferase reporter) viability, CellTiter-Fluor protease fluorescence, 24 h; Potency, µM (series often up to 56.7 µM), most hits filed as cytotoxic; actives 0.49% (n = 400,000); note: nearly all actives have a fitted effect of over 40% in size
# Nrf2 activator: qHTS of Nrf2 Activators | AREc32 ARE-luciferase reporter (MCF7-derived line), luminescence, 24 h | Potency, µM (doses to about 46.1 µM), for inactives: at the highest dose activation, hits mostly activators | actives 0.31% (n = 410,000); note: % of control where 0% means no effect; nearly all actives have a fitted effect of over 65% in size
#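 Nrf2 activation is followed as ARE-luciferase induction in the AREc32 line after one day of compound treatment; luminescence is read with Steady-Glo.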
# EPAC2 antag: qHTS for Antagonist of cAMP-regulated guanine nucleotide exchange factor 2 (EPAC2): primary screen; Rap guanine nucleotide exchange factor 4 (Homo sapiens), Q8WZA2; EPAC2 GEF exchange of Rap1B-BODIPY-GDP, fluorescence; Potency, µM (titrated, usually from 114 µM), inactives show top-dose activity, negative = inhibition, hits mostly inhibitors; actives 0.18% (n = 360,000); note: % is set by controls: 0 for no effect and ±100 for the full control effect; nearly all actives have a fitted effect of over 45% in size; many of its hits are not listed in these tables
# Target sequence (Q8WZA2 whole entry, looked up): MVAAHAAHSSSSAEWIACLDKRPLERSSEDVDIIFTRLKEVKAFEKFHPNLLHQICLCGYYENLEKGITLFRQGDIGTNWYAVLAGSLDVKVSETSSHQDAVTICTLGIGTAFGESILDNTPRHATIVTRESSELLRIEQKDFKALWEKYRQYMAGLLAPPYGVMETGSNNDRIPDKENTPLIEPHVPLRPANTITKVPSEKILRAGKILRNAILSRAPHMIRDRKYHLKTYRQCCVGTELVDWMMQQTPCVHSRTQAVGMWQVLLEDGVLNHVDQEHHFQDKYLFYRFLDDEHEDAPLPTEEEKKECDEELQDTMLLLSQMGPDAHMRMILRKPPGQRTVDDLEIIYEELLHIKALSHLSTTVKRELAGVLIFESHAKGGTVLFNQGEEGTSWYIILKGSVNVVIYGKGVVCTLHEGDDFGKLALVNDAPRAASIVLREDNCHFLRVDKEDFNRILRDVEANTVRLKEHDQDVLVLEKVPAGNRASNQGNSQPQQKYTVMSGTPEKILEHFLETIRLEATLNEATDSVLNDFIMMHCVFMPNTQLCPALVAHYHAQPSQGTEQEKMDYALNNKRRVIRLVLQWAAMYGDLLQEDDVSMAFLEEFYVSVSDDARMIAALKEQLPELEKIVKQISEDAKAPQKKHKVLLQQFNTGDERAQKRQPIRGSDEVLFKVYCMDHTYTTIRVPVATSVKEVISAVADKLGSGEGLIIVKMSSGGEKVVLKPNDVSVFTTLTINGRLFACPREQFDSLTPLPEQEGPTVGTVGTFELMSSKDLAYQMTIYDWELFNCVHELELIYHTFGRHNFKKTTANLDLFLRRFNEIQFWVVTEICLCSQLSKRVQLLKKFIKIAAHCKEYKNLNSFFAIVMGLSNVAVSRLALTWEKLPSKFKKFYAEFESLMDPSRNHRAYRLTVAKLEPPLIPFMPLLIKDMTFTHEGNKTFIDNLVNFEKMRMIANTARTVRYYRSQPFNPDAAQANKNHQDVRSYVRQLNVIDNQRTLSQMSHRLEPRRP
# Nrf2 inh: Nrf2 qHTS screen for inhibitors; A549 ARE-Fluc reporter, luciferase luminescence, 18-24 h; Potency, µM (highest dose often 46 µM), without a hit: at the top dose activity change, negative = inhibition, usual class: inhibitors; actives 2.1% (n = 360,000); AID 504444, 2011; note: % is set by controls: 0 for no effect and ±100 for the full control effect; nearly all actives have a fitted effect of over 60% in size
#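 Reporter: ARE-Fluc in A549. Exposure: 18-24 h, 37 °C, 5% CO2, 5% FBS OPTI-MEM. Readouts: fluorescent cytotoxicity (CellTiter-Fluor), then luminescent Nrf2 signal after BugLite.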
# ATXN2 expr inh: Primary qHTS for Inhibitors of ATXN expression; HEK-293 ATXN2-luciferase reporter, luminescence, 24 h; Potency, µM (highest dose often 57 µM), without a hit: at the highest dose activity change, negative = inhibition, actives largely listed as inhibitors; actives 0.72% (n = 360,000); AID 1745845, 2022; note: % is set by controls: 0 for no effect and ±100 for the full control effect; nearly all actives have a fitted effect of over 55% in size
#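 qHTS (up to 57 uM final) was run with 24 h compound exposure of reporter cells at 37 °C. Each well was multiplexed: SteadyGlo luminescence measured ATXN2-luciferase expression after a fluorogenic Gly-Phe-AFC viability readout (25 uM final).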
# A549 tox: Nrf2 qHTS screen for inhibitors: counterscreen for cytotoxicity | A549 ARE-Fluc cells, CellTiter-Fluor viability, 18-24 h | Potency, µM (doses to about 46 µM), without a hit: at the highest dose activity change, negative = cytotoxicity, actives largely listed as inhibitors | actives 0.16% (n = 390,000) | AID 504648, 2011; note: % is set by controls: 0 for no effect and ±100 for the full control effect
#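 A549 ARE_Fluc cells in 5% FBS OPTI-MEM were exposed to compounds in concentration-response for 18-24 h at 37 deg C. Viability was read by CellTiter-Fluor fluorescence (Ex 405/Em 525) after 30 min, before the luciferase read.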
# MCF10A rereplic: A quantitative high throughput screen for small molecules that induce DNA re-replication in MCF 10a normal breast cells | actives 2.9% (n = 350,000) | Potency, µM (titrated, usually from 46.1 µM), without a hit: top-dose activity, positive = re-replication, hits mostly activators | MCF 10A DNA re-replication, Hoechst nuclear intensity, 48 h; note: % of control where 0% means no effect; nearly all actives have a fitted effect of over 50% in size
# HepG2 viability: qHTS for Inhibitors of TGF-b: Cytotox Counterscreen; HepG2 CAGA-GFP viability, ATP luminescence, 18 h; Potency, µM (top dose mostly 46.1 µM), inactives show top-dose activity change, negative = cytotoxicity, hits mostly cytotoxic; actives 0.76% (n = 410,000); AID 588856, 2011; note: some results filed as inactive show a strong effect at the top dose
#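 HepG2 CAGA-GFP cells (1000/well, DMEM with 1% FBS) received compound, then TGF-beta at 500 pg/mL final, and were incubated 18 hours at 37 degrees C. Viability was read by CellTiter-Glo luminescence. Media-only wells were set as complete cell-killing and DMSO as no toxicity.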
# An asterisk follows results filed as active; i = inactive; ? = inconclusive; . = no result given; [ ] = another dose, or the depositor's remark. Calls come from the whole dose curve; as a rule, active = well fitted curve in the direction sought with a large enough effect; inconclusive = small, poorly fitted or top-dose-only effect, or another doubt; inactive = no such curve, though single readings can be large; an effect the other way counts as inactive or inconclusive. Potency is the fitted concentration of half-maximal effect. The list is partial; count on the stated rates, not on these rows.
smiles	TGFb inhibitor	S2 tox	Nrf2 activator	EPAC2 antag	Nrf2 inh	ATXN2 expr inh	A549 tox	MCF10A rereplic	HepG2 viability
COc1ccc(/C=C(/C#N)S(=O)(=O)c2ccc(C)cc2)cc1	-7%	i	-0.4%	-4%	15%	8%	-2%	0%	7%
C=CCOc1c(CNc2ncn[nH]2)cccc1OCC	6%	i	-0.2%	-7%	2%	-6%	4%	9%	4%
Cc1cc(C)n(-c2nc3cc(Cl)c(Cl)cc3nc2Nc2c(C)cccc2C)n1	0%	i	0.0%	.	13%	6%	-4%	.	-5%
COc1cc(CN(C)CCc2ccccc2)ccc1OCc1ccccc1	8%	i	4.6%	-1%	18%	-10%	-11%	?	-48%
CCOC(=O)[C@]12CCC=C1N(Cc1cccc3ccccc13)C(=O)[C@H](CC(=O)NCc1cccc3ccccc13)C2	.	i	0.3%	5%	.	3%	.	.	.
C[C@@H]1CN([C@@H](C)CO)C(=O)c2cccc(NC(=O)Nc3ccccc3)c2O[C@H]1CN(C)C(=O)Nc1cccc2ccccc12	?	?	4.2%	3%	?	?	-9%	-8%	-3%
Cc1nc2sc(C(c3ccc(Cl)cc3)N3CC(C)OC(C)C3)c(O)n2n1 (centres undefined)	1%	i	0.3%	1%	-1%	2%	4%	-1%	2%
O=C(/C=C/c1cccs1)Nc1nncs1	2%	i	?	-5%	8%	49%[activator]	-7%	-2%	-15%
Cc1ccc(NS(=O)(=O)c2cccc(C(=O)N/N=C/c3c(C)nn(-c4ccccc4)c3N3CCCC3)c2)c(C)c1	0%	i	-0.1%	7%	?	1%	-8%	14%	3%
CCOc1ccc(-c2cc(NC(=O)Nc3ccc(Cl)cc3)c(C(=O)OC)s2)cc1	-5%	.	1.0%	.	?	.	-2%	.	-1%

# Reformatted: entries from further up
> COc1cc(CN(C)CCc2ccccc2)ccc1OCc1ccccc1
  TGFb inhibitor: 8%; S2 tox: i; Nrf2 activator: 4.6%; EPAC2 antag: -1%; Nrf2 inh: 18%; ATXN2 expr inh: -10%; A549 tox: -11%; MCF10A rereplic: ?; HepG2 viability: -48%

> CCOC(=O)[C@]12CCC=C1N(Cc1cccc3ccccc13)C(=O)[C@H](CC(=O)NCc1cccc3ccccc13)C2
  TGFb inhibitor: .; S2 tox: i; Nrf2 activator: 0.3%; EPAC2 antag: 5%; Nrf2 inh: .; ATXN2 expr inh: 3%; A549 tox: .; MCF10A rereplic: .; HepG2 viability: .

# Further compounds
smiles	TGFb inhibitor	S2 tox	Nrf2 activator	EPAC2 antag	Nrf2 inh	ATXN2 expr inh	A549 tox	MCF10A rereplic	HepG2 viability
Cc1ccc(S(=O)(=O)c2cc3cc(C(=O)O)ccc3oc2=O)cc1	5%	i	?	.	?	2%	0%	.	6%
O=C(c1cccs1)N1CCN(S(=O)(=O)Cc2ccccc2)CC1	?	i	-0.6%	17%	3%	3%	0%	-3%	-10%
COc1ccc(NC(=O)C(C)N(c2ccc(C)cc2)S(C)(=O)=O)cc1 (centres undefined)	6%	i	0.0%	-4%	.	0%	12%	-24%	0%
CCc1ccc(-c2[nH]c3c(c2-c2c(-n4cccc4)n(C)c(=O)n(C)c2=O)c(=O)n(C)c(=O)n3C)cc1	3%	i	-0.8%	.	-2%	1%	7%	.	-12%
CCn1c(SCC(=O)N/N=C(\C)c2ccncc2)nnc1-c1ccc(C)cc1	-18%	i	0.3%	3%	?	-13%	0%	?	-7%
O=C(COC(=O)/C=C/c1ccccc1)NNC(=O)c1ccc([N+](=O)[O-])cc1	0%	i	-0.3%	3%	4%	6%	-10%	-4%	-5%
Cc1ccc(C(=O)N(Cc2ccco2)c2c(N)n(Cc3ccccc3)c(=O)[nH]c2=O)cc1	-10%	?	-1.3%	4%	.	.	.	.	-15%
CC1CCN(c2c(NCc3ccc(C(=O)NCc4ccco4)cc3)c(=O)c2=O)CC1	-10%	i	-0.9%	0%	1%	-6%	-2%	13%	2%
Clc1cccc(CN2CCCCCCC2)c1Cl	5%	i	1.7%	17%	11%	6%	-1%	4%	9%
Cc1ccc2nc(Nc3nc(CSc4nnc(C)s4)cc(=O)[nH]3)nc(C)c2c1	11%	i	0.5%	-3%	3%	7%	-16%	1%	3%

smiles	TGFb inhibitor	S2 tox	Nrf2 activator	EPAC2 antag	Nrf2 inh	ATXN2 expr inh	A549 tox	MCF10A rereplic	HepG2 viability
Cc1ccc(/C=C2/Sc3ccc(C(=O)NCc4ccccn4)cc3NC2=O)cc1	1%	i	3.1%	17%	-4%	?	?	?	2%
COC(=O)NNC(=S)NCc1ccccc1	?	i	-1.1%	9%	4%	-8%	-1%	1%	5%
CN(CC(=O)Nc1cccc(F)c1)C(=O)C1CC(=O)N(Cc2ccccc2)C1 (centres undefined)	10%	i	-0.4%	2%	-14%	3%	0%	2%	2%
CCCN1C(=O)/C(=C\c2nc3ccccc3c(=O)[nH]2)c2ccccc21	11%	i	3.4%	1%	2%	-10%	-2%	?	0%
COc1cccc(NC(=O)CN(c2ccc([N+](=O)[O-])cc2)S(=O)(=O)c2ccccc2)c1	-2%	i	-0.6%	0%	15%	18%	0%	-1%	-4%
CCOc1ccc(NC(=O)c2oc(=O)c3ccccc3c2-c2ccc(C)cc2)cc1	-6%	i	0.0%	.	.	-14%	-5%	.	-3%
Cc1ccc(NC(=O)c2ncn(CC(=O)N3CCN(c4ccccn4)CC3)n2)cc1C	10%	i	-0.7%	1%	-7%	-9%	-7%	11%	0%
CCOc1cc(NC(=S)NC)c(OCC)cc1NC(=O)c1ccco1	-4%	i	13%	6%	5%	2%	10%	6%	1%
Cc1cc(C)c(OCC(=O)Nc2ccc(S(=O)(=O)N3CCOCC3)cc2)c(C)c1	-17%	?	-0.1%	-8%	-17%	3%	-6%	0%	-17%
CC(C)(C)C(=O)Nc1ccc(Sc2ccc([N+](=O)[O-])cc2)cc1	?	?	4.8%	-7%	16µM*	?	1%	?	-11%

SMILES	TGFb inhibitor	S2 tox	Nrf2 activator	EPAC2 antag	Nrf2 inh	ATXN2 expr inh	A549 tox	MCF10A rereplic	HepG2 viability
COc1ccc(Cl)cc1NC(=O)CSc1nc2ccccc2c2nc(-c3ccccc3)nn12	30%	i	-0.7%	.	.	1%	-7%	.	11%
O=C(O)c1ccccc1-c1ccccc1C(=O)NCc1cccc(C(F)(F)F)c1	-11%	i	0.1%	2%	3%	-20%	-2%	-8%	-39%
CN(C(=O)CCCN1C(=O)c2cccc3cccc(c23)C1=O)c1ccccc1	?	i	?	-4%	-3%	-15%	10%	?	-3%
C#CCOCCOCCOCCNc1nc(N2CCN(C(=O)CCCCCCCCCCNC(=O)[C@H](CCCCN)n3cc(CCO)nn3)CC2)nc(N2CCN(C(=O)CCCCCCCCCCNC(=O)[C@H](CCCCN)n3cc(CCCC(=O)O)nn3)CC2)n1	5%	i	-1.2%	5%	5%	-2%	-6%	?	3%
CCOc1ccc(/C=C/C(=O)c2ccccc2)cc1OC	?	?	?	4%	29%	25%	-2%	?	-37%
COC(=O)c1cccc(NC(=O)CCc2c(C)noc2C)c1	14%	i	0.2%	6%	-13%	.	7%	-5%	-6%
CC1=C(C(=O)OC2CCCCC2)C(c2ccco2)C2=C(CC(C)(C)CC2=O)N1 (centres undefined)	17%	?	-0.4%	-3%	.	?	2%	?	-8%
Oc1ccccc1CNc1ccc2c(c1)OCCO2	8%	i	0.3%	-1%	26%	35%	-14%	-11%	7%
CCOC(=O)c1ccc(NC(=S)N2CCN(CCO)CC2)cc1	11%	i	5.1%	10%	-3%	7%	-5%	-10%	0%
Cc1cccn2c(=O)c3cc(C(=O)NCc4ccccc4Cl)sc3nc12	17%	i	1.3%	.	16%	2%	0%	.	-1%
Cc1ccc(C)c(/C=N/NC(=S)NCCc2ccccc2)c1	-9%	i	0.0%	-10%	-3%	-3%	15%	?	-22%
COc1cccc(Nc2nc(C(N)C(C)C)cs2)n1 (centres undefined)	-6%	i	5.1%	14%	.	-6%	.	.	-18%

# By substructure: the compounds so far with an aryl thioether with sulfur outside any ring
SMILES	TGFb inhibitor	S2 tox	Nrf2 activator	EPAC2 antag	Nrf2 inh	ATXN2 expr inh	A549 tox	MCF10A rereplic	HepG2 viability
CCn1c(SCC(=O)N/N=C(\C)c2ccncc2)nnc1-c1ccc(C)cc1	-18%	i	0.3%	3%	?	-13%	0%	?	-7%
Cc1ccc2nc(Nc3nc(CSc4nnc(C)s4)cc(=O)[nH]3)nc(C)c2c1	11%	i	0.5%	-3%	3%	7%	-16%	1%	3%
CC(C)(C)C(=O)Nc1ccc(Sc2ccc([N+](=O)[O-])cc2)cc1	?	?	4.8%	-7%	16µM*	?	1%	?	-11%
COc1ccc(Cl)cc1NC(=O)CSc1nc2ccccc2c2nc(-c3ccccc3)nn12	30%	i	-0.7%	.	.	1%	-7%	.	11%

# (more compounds)
SMILES	TGFb inhibitor	S2 tox	Nrf2 activator	EPAC2 antag	Nrf2 inh	ATXN2 expr inh	A549 tox	MCF10A rereplic	HepG2 viability
O=C(CS(=O)(=O)Nc1ccc(F)cc1Cl)Nc1ccc(F)cc1Cl	-23%	i	-0.1%	-7%	?	-26%	0%	16%	-21%
Cc1ccc(OCc2nc(-c3ccccc3)no2)cc1	-4%	i	-0.2%	-7%	?	56%[activator]	2%	7%	-2%
CNC(=O)/C(C#N)=C/c1c(F)cccc1Cl	-1%	i	6.1%	5%	?	53%[activator]	-15%	?	-35%
COc1ccc(OC)c(S(=O)(=O)N2CCCC(C(=O)N3CCC(C(N)=O)CC3)C2)c1 (centres undefined)	2%	i	-0.6%	-7%	7%	-1%	0%	-4%	2%
CN(c1ccccc1)S(=O)(=O)c1cccc2ccccc12	-29%	i	-1.4%	-21%	-23%	-7%	0%	3%	-31%
CC1=C(c2ccc(C(C)C)cc2)S(=O)(=O)N=C1N1CCN(C(=O)c2ccco2)CC1	5%	i	0.3%	6%	2%	-2%	6%	1%	-12%
CCC(C)(C)n1nnnc1C(c1ccc(C)cc1)N1CCCC1 (centres undefined)	-16%	i	0.2%	5%	-6%	1%	-3%	?	-2%

# Screening data (PubChem BioAssay)
